# Assay outcomes as filed in PubChem.
# aGal spleen mod: inhibitors or activators of human alpha-galactosidase in spleen homogenate. P06280. human spleen homogenate, 4MU-alpha-Gal fluorescence, 40 min. Potency, µM (titrated, usually from 80 µM), inactives show top-dose activity change, negative = inhibition, usual class: inhibitors. 240,000 compounds, 0.008% hits;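 also: 0% = enzyme with vehicle and -100% = no enzyme basal signal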
# Target sequence (P06280 32-429 limits assumed): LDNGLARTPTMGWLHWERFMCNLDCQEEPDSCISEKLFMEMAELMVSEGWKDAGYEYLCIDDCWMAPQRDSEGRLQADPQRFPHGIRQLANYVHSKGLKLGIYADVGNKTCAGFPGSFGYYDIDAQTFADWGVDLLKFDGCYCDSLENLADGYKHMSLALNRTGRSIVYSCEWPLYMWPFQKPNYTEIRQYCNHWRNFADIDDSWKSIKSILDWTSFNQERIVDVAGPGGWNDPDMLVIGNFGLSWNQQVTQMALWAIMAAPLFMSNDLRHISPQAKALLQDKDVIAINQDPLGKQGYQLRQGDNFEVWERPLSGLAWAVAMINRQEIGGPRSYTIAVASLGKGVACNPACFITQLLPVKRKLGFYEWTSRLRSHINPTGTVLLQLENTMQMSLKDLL
#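 Fluorogenic readout (Ex 365/Em 440 nm) of 4-methylumbelliferone released from 1 mM 4-MU-alpha-galactoside by spleen homogenate, 40 min at 37C, pH 5.0. Data normalized to no-enzyme and enzyme controls; Hill-equation AC50 from compound titrations.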
# Tau fibril ThT: tau fibrillization inhibition (ThT binding); P10636; recombinant tau K18 P301L, heparin-induced fibrillization, ThT fluorescence; Potency, µM (titrated, usually from 57.4 µM), for inactives: at the top dose activity, negative = inhibition, hits mostly inhibitors; 270,000 compounds, 2.1% hits; also: % is scaled to controls: 0 for no effect and ±100 for the full control effect; nearly all actives have a fitted effect of over 55% in size
# Target sequence (P10636 561-689 P618L limits assumed): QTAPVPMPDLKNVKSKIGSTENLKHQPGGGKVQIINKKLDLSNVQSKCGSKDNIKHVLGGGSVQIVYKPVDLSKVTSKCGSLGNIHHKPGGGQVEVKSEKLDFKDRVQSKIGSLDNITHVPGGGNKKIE
#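 K18 P301L tau (15 uM + 0.24 uM Alexa 594-tagged), heparin 20 uM, NaOAc pH 7, 6 h 37 C; ThT 30 uM, 1 h RT, ex 450/em 510 nm.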
# Tau FP inhib: blocks human tau fibril formation measured by polarization. 280,000 compounds, 0.39% hits. Potency, µM (series often up to 57.7 µM), inactives show top-dose activity, negative = inhibition, hits mostly inhibitors. P10636. AID 1468. K18 P301L tau heparin fibrillization, Alexa594 FP, 6 h; also: % is scaled to controls: 0 for no effect and ±100 for the full control effect; nearly all actives have a fitted effect of over 55% in size
#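 Quantitative HTS format: compounds meet 15 uM recombinant K18 P301L tau and Alexa 594-tau tracer in 100 mM sodium acetate pH 7; 20 uM heparin triggers fibrillization at 37 C over 6 hr; FP gives the signal.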
# GAA spleen mod: lysosomal alpha-glucosidase (human) modulation. P10253. human spleen homogenate, 4-MU-alpha-glucoside fluorescence. Potency, µM (top dose mostly 79.9 µM), without a hit: at the top dose activity change, negative = inhibition, actives largely listed as inhibitors. 240,000 compounds, 0.006% hits;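 also: 0% = enzyme with vehicle and -100% = no enzyme basal signal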
#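 Compounds were titrated against alpha-glucosidase in spleen homogenate at pH 5.0, with 1 mM 4-methylumbelliferyl substrate for 40 min at 37 C. Reactions were quenched with pH 10 NaOH/glycine and fluorescence measured.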
# Tau fluor cs: counter-screen for tau fibril formation inhibitors. Potency, µM (top dose mostly 57.7 µM), for the others: at the highest dose activity change, negative = decrease. 280,000 compounds, 0.93% hits. tau K18 P301L Alexa594 fluorescence, heparin fibrillization; also: % is scaled to controls: 0 for no effect and ±100 for the full control effect; nearly all actives have a fitted effect of over 55% in size
#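 Human tau K18 P301L (15 uM unlabeled, 0.24 uM Alexa 594-labeled) in 100 mM sodium acetate pH 7 with 20 uM heparin, 6 hr at 37 C. ThT 30 uM added, 1 hr ambient; Alexa 594 FP and total fluorescence read at 555/632 nm.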
# GAA inhib: alpha-glucosidase (human) inhibition | P10253 | purified human GAA, 4-MU-alpha-glucoside fluorescence | Potency, µM (titrated, usually from 76.9 µM), for the others: at the highest dose activity change, negative = inhibition, most hits filed as inhibitors | 200,000 compounds, 0.005% hits;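 also: plate controls were uninhibited enzyme wells for no effect and no-enzyme background for full effect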
#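 qHTS format, compound range up to 77 uM. Human lysosomal enzyme at 4 nM, 400 uM 4-MU glucoside substrate, pH 5.0, 20 min room temperature; fluorescence after alkaline stop gives activity normalized to controls.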
# HTT cytoprotect: Huntington cell model cytoprotection by ATP luminescence; PC12 HTT-Q103 induced, cytoprotection, ATP luminescence, 40 h; Potency, µM (series often up to 56.4 µM), without a hit: cytoprotection (ATP increase), usual class: activators; 230,000 compounds, 0.14% hits;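 also: % of control where 0% means no effect; nearly all actives have a fitted effect of over 45% in size; toxic huntingtin expression switched on by the ecdysone agonist tebufenozide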
#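 Huntington model: PC12 line, ecdysone-inducible HTTQ103 exon1–GFP, tebufenozide 100 nM. Test articles in a dose series. Endpoint luminescence from cellular ATP.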
# GAA glycogen: GAA glycogen-cleavage inhibition or activation; recombinant GAA, glycogen substrate, Amplex Red glucose oxidase fluorescence; Potency, µM (titrated, usually from 76.4 µM), for inactives: top-dose activity change, negative = inhibition, most hits filed as inhibitors; 300,000 compounds, 0.38% hits; AID 2100;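 also: 0% = full enzyme reaction and -100% = no-enzyme basal signal; the screen sought inhibitors and activators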
#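 Recombinant human enzyme (4 nM); glycogen substrate; 37 C, 40 min, pH 5.0. Readout: coupled glucose oxidase/Amplex Red fluorescence.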
# * = called active by the depositor; ? = inconclusive; / = not tested or not shown; [ ] = another dose, or the depositor's remark. Calls follow the shape of the dose curve; as a rule, active = well fitted curve in the direction sought with a large enough effect; inconclusive = small, poorly fitted or top-dose-only effect, or another doubt; inactive = no such curve, though single readings can be large; an effect the other way counts as inactive or inconclusive. Potency is read from the fitted curve at half-maximal effect.
1. CCOC(=O)c1sc(NC(=O)C(CC)OC(=O)C(CC(C)C)NC(=O)c2ccccc2)nc1C (stereo not drawn)
2. Cc1nnc2n(Cc3ccccc3)c(=O)c3c4c(sc3n12)CN(Cc1ccccc1)CC4
3. Cc1ccc(NC(=O)CN2C(=O)S/C(=C\c3cccn3-c3cccc(C(=O)O)c3)C2=O)cc1C
4. CCOC(=O)Cc1ccc(NC(=O)Nc2c[nH]c(=O)[nH]c2=O)cc1
5. CCOC(=O)c1c(NC(=O)C2c3ccccc3Oc3ccccc32)sc(C(C)=O)c1C
6. O=C(c1ccccc1)n1nc(-c2ccccc2)nc1NCc1ccc(F)cc1
7. Cc1ccccc1-c1nc(CN2CCC(C(=O)NCCC3=CCCCC3)CC2)c(C)o1
8. CCOCCCNC(=O)C(NC(=O)CC1NC(=O)NC1=O)c1ccc(Cl)cc1 (stereo not drawn)

screen / no.	1	2	3	4	5	6	7	8
aGal spleen mod	3.4%	7.9%	4.6%	/	0.6%	/	4.6%	-1.6%
Tau fibril ThT	-11.1%	?	?	-2.3%	-8.5%	-5.6%	-15.7%	-6.8%
Tau FP inhib	4.3%	-1.1%	-7.2%	-2.9%	-7.4%	-13.2%	-3.5%	-3.8%
GAA spleen mod	-2.8%	4.1%	-5.3%	/	0.1%	/	0.3%	-0.2%
Tau fluor cs	-24.0%	-6.5%	-8.4%	-4.3%	-8.0%	-22.6%	-5.8%	-11.0%
GAA inhib	-1.1%	4.5%	-5.6%	/	-0.4%	/	?	-2.6%
HTT cytoprotect	-12.4%	3.7%	/	/	-10.9%	/	3.4%[0.074 µM]	-31.1%
GAA glycogen	-19.5%	-3.7%	-8.8%	-7.9%[76.3 µM]	-1.8%	8.8%[76.3 µM]	-8.8%	-13.5%

# Single records, from the list above. Order of values: aGal spleen mod | Tau fibril ThT | Tau FP inhib | GAA spleen mod | Tau fluor cs | GAA inhib | HTT cytoprotect | GAA glycogen
# Record of `CCOC(=O)Cc1ccc(NC(=O)Nc2c[nH]c(=O)[nH]c2=O)cc1` : / | -2.3% | -2.9% | / | -4.3% | / | / | -7.9%[76.3 µM]
# Record of `Cc1ccc(NC(=O)CN2C(=O)S/C(=C\c3cccn3-c3cccc(C(=O)O)c3)C2=O)cc1C` : 4.6% | ? | -7.2% | -5.3% | -8.4% | -5.6% | / | -8.8%
# Record of `Cc1nnc2n(Cc3ccccc3)c(=O)c3c4c(sc3n12)CN(Cc1ccccc1)CC4` : 7.9% | ? | -1.1% | 4.1% | -6.5% | 4.5% | 3.7% | -3.7%
# Record of `CCOC(=O)c1sc(NC(=O)C(CC)OC(=O)C(CC(C)C)NC(=O)c2ccccc2)nc1C` (stereo not drawn) : 3.4% | -11.1% | 4.3% | -2.8% | -24.0% | -1.1% | -12.4% | -19.5%

# (cont.)
9. O=c1c2c(-c3ccc(Cl)cc3)csc2ncn1/N=C/c1cccc([N+](=O)[O-])c1O
10. O=C(Nc1ccc(F)cc1F)N1CCN(C/C=C/c2ccccc2)CC1
11. CCOC(=O)CC(NC(=O)c1cc2cccc(OC)c2oc1=O)c1cccc([N+](=O)[O-])c1 (stereo not drawn)
12. CC(=O)c1ccc(-n2c(-c3cc(-c4ccsc4)n[nH]3)n[nH]c2=S)cc1
13. C=CCn1c(SCCN2C(=O)c3ccccc3C2=O)nc2scc(-c3ccccc3)c2c1=O
14. NC(=O)CSc1nnc(-c2ccncc2)n1CCc1ccccc1
15. COCC(=O)N=Nc1c(O)[nH]c2ccccc12
16. O=c1[nH]c(CSc2nnnn2-c2ccccc2)nc2ccccc12

screen / no.	9	10	11	12	13	14	15	16
aGal spleen mod	-5.2%	7.3%	-9.3%	2.4%	-7.2%	6.8%	-4.4%	-7.4%
Tau fibril ThT	15.8µM*	-11.7%	-10.9%	-10.2%	-1.6%	-2.8%	2.5%	4.6%
Tau FP inhib	1.1%	0.4%	2.4%	4.3%	9.3%	5.4%	-3.6%	-1.4%
GAA spleen mod	-3.1%	-0.9%	-19.1%	/	-2.6%	5.9%	-2.7%	1.0%
Tau fluor cs	-10.6%	-7.7%	-27.2%	-5.8%	-1.4%	7.9%	-3.5%	-0.3%
GAA inhib	-7.3%	-5.1%	2.5%	-0.7%	3.0%	-2.6%	4.7%	0.7%
HTT cytoprotect	-127.9%[inhibitor]	-8.1%	4.6%[10 µM]	-32.4%[inhibitor]	12.0%	-8.7%	-10.0%[10 µM]	-17.2%
GAA glycogen	-1.1%	-12.9%	-4.7%	-14.0%	7.8%	5.4%	4.8%	2.8%

17. Cc1ccc(NC(=O)[C@@H](NC(=O)c2cccc(S(=O)(=O)N3CCOCC3)c2)C(C)C)cc1C
18. S=C(Nc1cccc(Cl)c1)N(CCCN1CCCC1)Cc1cccn1Cc1ccc(Cl)cc1
19. O=C(Nc1ccc(F)c(Cl)c1)C1CCN(c2ncccn2)CC1
20. Cc1c(NC(=O)C2CCN(S(=O)(=O)c3ccccc3)CC2)c(=O)n(-c2ccccc2)n1C
21. COc1cccc(OCC(=O)Nc2ccc(OC)c(OC)c2)c1
22. CCOC(=O)C1CCCN(CCC(C)c2ccccc2)C1 (stereo not drawn)
23. O=C(N/N=C\c1cccnc1)C1c2ccccc2Oc2ccccc21
24. O=C(NCc1ccco1)C(C(=O)c1ccc(F)cc1)n1ccccc1=O (stereo not drawn)

screen / no.	17	18	19	20	21	22	23	24
aGal spleen mod	-9.1%	4.0%	/	-5.6%	1.7%	0.8%	-6.3%	17.7%
Tau fibril ThT	11.7%	?	4.6%	-5.4%	-5.8%	-2.0%	0.8%	-0.7%
Tau FP inhib	-1.6%	-0.4%	-3.6%	-1.3%	9.7%	-7.5%	2.8%	-1.5%
GAA spleen mod	0.0%	-7.9%	/	-7.3%	-12.0%	-5.3%	-18.7%	1.1%
Tau fluor cs	15.7%	?	-2.8%	-2.3%	-3.0%	4.6%	-9.3%	-1.4%
GAA inhib	10.2%	-7.4%	/	-5.2%	-7.7%	-6.3%	5.2%	-5.4%
HTT cytoprotect	4.0%[10 µM]	-162.4%[inhibitor]	/	10.5%	4.2%	-21.3%[0.074 µM]	-14.0%	13.1%
GAA glycogen	8.0%	-7.2%	14.7%[76.3 µM]	10.0%	0.6%	-0.4%	7.8%	11.8%

25. Cc1ccc(S(=O)(=O)N(C)c2c(C)ccc(S(=O)(=O)NC(C)(C)C)c2C)cc1
26. CC(=O)Nc1ccc(NC(=O)c2ccco2)cc1
27. Cc1ccc(C(C[N+](=O)[O-])c2c(N)n(C)c(=O)n(C)c2=O)cc1 (stereo not drawn)
28. Cc1ccc(S(=O)(=O)Cn2nnnc2CN(Cc2ccco2)Cc2cccs2)cc1
29. COc1ccc(-n2nnnc2SCC(=O)c2ccc3c(c2)OCCO3)cc1
30. O=S(=O)(c1ccc2c(c1)OCCO2)N1CCC(n2cnc3cc(F)ccc32)CC1
31. CN(NC(=O)C1CC(=O)N(c2ccccc2)C1)C1=NS(=O)(=O)c2ccccc21 (stereo not drawn)
32. Cn1c(=O)c(=O)n(C)c2cc(NC(=O)c3ccccc3Br)ccc21

screen / no.	25	26	27	28	29	30	31	32
aGal spleen mod	10.6%	-1.4%	-6.7%	1.1%	1.3%	10.3%	17.4%	/
Tau fibril ThT	-0.9%	-16.8%	/	-16.1%	-0.8%	-3.1%	0.2%	-16.0%
Tau FP inhib	5.1%	-11.8%	10.3%	-1.9%	-2.2%	?	9.3%	-3.1%
GAA spleen mod	4.6%	1.2%	3.2%	0.4%	-6.1%	-11.5%	-20.1%	/
Tau fluor cs	2.1%	-14.0%	1.4%	-15.3%	0.1%	?	6.0%	-5.5%
GAA inhib	-30.7%	?	/	-3.8%	0.8%	3.9%	-5.8%	/
HTT cytoprotect	10.3%[10 µM]	-32.5%	15.8%[10 µM]	7.3%[10 µM]	-1.2%[10 µM]	-7.4%	-24.0%	/
GAA glycogen	-8.0%	-0.2%	-5.9%	-2.3%	-0.4%	-0.3%	6.9%	-7.3%[76.3 µM]

# Entries by screen from the list.
# Nos. 28 to 31 in GAA inhib: -3.8%, 0.8%, 3.9%, -5.8%
# Nos. 28 to 31 in Tau fluor cs: -15.3%, 0.1%, ?, 6.0%
# Nos. 28 to 31 in Tau fibril ThT: -16.1%, -0.8%, -3.1%, 0.2%

# (more compounds)
33. CCCOc1ccc(-c2nn(-c3ccccc3)cc2/C=C2\SC(N)=NC2=O)cc1C
34. O=S(=O)(NCCSc1ccccc1)c1ccc(F)cc1
35. Cc1ccc(NC(=O)CSc2nc3c(oc4ccccc43)c(=O)n2Cc2ccco2)cc1
36. COc1cc(C(=S)N2CCN(c3cccc(Cl)c3)CC2)ccc1O
37. CCc1ccc(OC(=O)CSc2nnc(-c3ccc4c(c3)OCO4)o2)cc1
38. CC(NC(=O)c1ccc(Br)cc1)c1ccccc1 (stereo not drawn)
39. COc1ccc(C)cc1Nc1ccc(C(=O)O)cc1[N+](=O)[O-]
40. CN1CCc2c(sc(/N=C/c3c[nH]c4ccccc34)c2C#N)C1
41. Cc1cc(Cl)ccc1NC(=O)NC1CCN(S(=O)(=O)c2ccc(F)cc2)CC1

screen / no.	33	34	35	36	37	38	39	40	41
aGal spleen mod	-18.1%	-17.5%	/	-3.7%	/	1.9%	-1.4%	20.4%	5.9%
Tau fibril ThT	-12.8%	12.8%	-11.2%	?	-2.1%	4.4%	?	14.1µM*	1.6%
Tau FP inhib	?	-1.3%	-8.3%	?	-2.7%	0.6%	-2.4%	?	?
GAA spleen mod	-13.6%	-7.7%	/	1.3%	/	1.2%	-2.2%	5.4%	-0.5%
Tau fluor cs	?	-4.1%	-23.9%	?	0.6%	6.9%	-15.4%	?	?
GAA inhib	-4.0%	?	/	5.4%	/	-3.0%	-6.5%	/	-9.4%
HTT cytoprotect	11.9%[10 µM]	17.4%[0.074 µM]	/	12.1%[10 µM]	/	/	-19.4%	1.5%[10 µM]	-14.9%
GAA glycogen	-8.9%	4.1%	16.3%[76.3 µM]	5.6%	19.5%[76.3 µM]	-2.3%	6.1%	?	-5.6%
